Screening results deposited in PubChem by Broad Institute.
FN deposition inh: inhibitors of fibronectin matrix deposition, primary screen, AH1F cells, Alexa488-fibronectin fluorescence, plate reader; 350,000 tested, 0.086% active; AH1F fibroblasts, overnight; inhibition, % at 12.6 µM;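 active means mean inhibition across replicates of 30% or more, regardless of how many single replicates reach that level; inconclusive means mean under 30% yet at least half of replicates reach 30%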;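 further: positive control wells lacked labelled fibronectin entirely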
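material = AH1F fibroblast monolayer depositing Alexa488-labelled fibronectin into matrix | amount = 10000 AH1F cells/well | buffer or medium = DMEM plus 2% serum, read in PBS | incubation = 1 h cell adhesion before compound, then overnight fibronectin incubation | detection = fluorescence at 485 nm excitation, 525 nm emission | evaluation = percent inhibition as loss of matrix-bound fibronectin fluorescence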
Cneo AK release: Cryptococcus neoformans cell lysis inducers, primary screen, AK release luminescence, single concentration | AID 651654, 2012 | 360,000 tested, 0.2% active | C. neoformans lysis, adenylate kinase release luminescence, 4 h; normalised: neutral wells 0, clomiphene wells 100 | lysis activity, % at 15 µM;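 active means mean lysis activity across replicates of at least 80%, whatever share of replicates individually reach that level; inactive means mean lysis activity below 80%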
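Material – Cryptococcus neoformans yeast cells · Quantity – 5 × 10^6 yeast cells/mL · Buffer or medium – YPD medium · Compound – single dose · Timing – 4 h static compound exposure, 37 °C, read 1 h post-reagent · Signal – adenylate kinase release luminescence · Read-out basis – lysis from increased AK signal · Benchmarks – Clomiphene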
PGC1a acetyl inh: inhibitors of PGC1a acetylation signal, primary screen, cell-based, U2OS, AlphaScreen, inhibitor mode | AlphaScreen anti-acetyl-lysine; with virally co-expressed GCN5 acetyltransferase | inhibition, % at 15.6 µM | 350,000 tested, 0.17% active | AID 651687, 2012;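 active means every replicate shows inhibition of at least 40%; inconclusive means mean inhibition at least 40% but some replicate below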;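 further: 0% = neutral control wells and 100% = positive control wells; some results beyond the cut were filed as inactive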
PAX8 reporter: inhibitors of PAX8-driven TPO luciferase reporter, primary screen, RMG-I cells, single concentration; SteadyGlo, 24 h; inhibition, % at 12.6 µM; 360,000 tested, 1.2% active; AID 652154, 2013;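 active means mean replicate inhibition at least 60% with every replicate also reaching 60%; inconclusive means only one of the two criteria is met; inactive means mean below 60% and not all replicates reaching 60%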;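 further: luciferase light reporting Pax8 driven TPO promoter activity; plate controls were median of neutral control wells for no effect and mitoxantrone controls for full effect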
CASP6 VEID inh: human caspase-6 inhibitors, primary screen, biochemical, VEID-R110 fluorescence, single point, set 2 | P55212 | purified caspase-6, Z-VEID-R110 cleavage fluorescence | inhibition, % at 12.5 µM | 350,000 tested, 0.53% active;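 active means mean inhibition across replicates at least about 35%, with every replicate also reaching that limit, limit read from the data; inconclusive means only one of the two criteria met; inactive means neither criterion met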;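 further: 0% = median of neutral control wells and 100% = no fluorescence left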
Target sequence (P55212 24-179 limits assumed): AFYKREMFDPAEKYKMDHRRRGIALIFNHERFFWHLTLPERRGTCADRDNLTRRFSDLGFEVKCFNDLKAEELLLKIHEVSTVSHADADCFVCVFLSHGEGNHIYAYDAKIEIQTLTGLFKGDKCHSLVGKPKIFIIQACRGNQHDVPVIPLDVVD
Target sequence (P55212 194-293 limits assumed): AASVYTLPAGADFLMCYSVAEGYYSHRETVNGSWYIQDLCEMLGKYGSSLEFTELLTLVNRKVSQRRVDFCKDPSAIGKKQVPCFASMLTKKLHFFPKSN
EWS-Fli block: EWS/Fli-driven NR0B1 reporter inhibitors, primary screen, A673 cells, NR0B1 luciferase, luminescence, MLPCN library | viability-normalised | inhibition, % at 12.6 µM | 350,000 tested, 0.67% active | AID 651661, 2012;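 active means mean inhibition of at least 50% after viability correction, with every replicate also passing that limit; inconclusive means mean reaches 50% but only one of two replicates passes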;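 further: firefly luciferase signal divided by Alamar Blue viability fluorescence both relative to DMSO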
miR-122 sensor: miR-122 Renilla sensor signal increase in Huh7, primary screen, miR-122 inhibitor project, cell-based, single point, plate reader; Huh7 miR-122 Renilla luciferase sensor, 48 h; neutral wells = 0, positive control = 100; 340,000 tested, 0.3% active; activation (reporter increase), % at 12.5 µM; AID 602342, 2012;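 active means mean replicate activation score at least 90 and every replicate individually at or above 90; inconclusive means only one of the two criteria met; inactive means neither criterion met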;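 further: higher luciferase means less miR-122 activity so hits act as miR-122 inhibitors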
LGR2 inh: inhibitors of bursicon-induced LGR2 CRE-luciferase signal, primary screen, cell-based, HEK293, CRE-luciferase reporter, bursicon stimulation. Drosophila bursicon receptor LGR2 (rickets). bursicon-stimulated, 4 h. inhibition, % at 9.99 µM. 380,000 tested, 0.35% active;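 active means drop in luminescence signal, shown as inhibition above about 50% in the replicate tests, limit read from the data, passing the limit was not always enough; inconclusive means probably only some replicates passing the limit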;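 further: agonist challenge used bursicon conditioned medium at about half maximal strength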
* hit, by the source's call; ? = inconclusive; · = not tested or not shown; [ ] = remark or other dose.

smiles,FN deposition inh,Cneo AK release,PGC1a acetyl inh,PAX8 reporter,CASP6 VEID inh,EWS-Fli block,miR-122 sensor,LGR2 inh
CCS(=O)(=O)Nc1ccc2c(c1)C(=O)N(C)[C@H]1CC[C@@H](CC(=O)NCCOC)O[C@@H]1CO2,-17,-1,·,-7,-2,-3,·,-1
CCC(=O)NC[C@H]1[C@@H](c2ccc(C3=CCCC3)cc2)[C@H](CO)N1C(=O)C1CC1,7,-1,6,-2,·,-11,36[16.7 µM],-1
CO[C@@H]1CN(C)C(=O)c2ccc(NC(=O)c3cnccn3)cc2OC[C@H](C)N(CCc2ccccc2)C[C@H]1C,-1,2,-36,3,-1,5,·,-2
O=C(c1ccncc1)N1C[C@H]2[C@@H](c3ccccc31)[C@H](CO)N2C(=O)Nc1ccc(F)cc1,·,1,1,7,1,2,11[16.7 µM],-8
O=C(c1ccncc1)N1C[C@H]2[C@@H](c3ccccc31)[C@H](CO)N2Cc1ccccc1F,-1,-3,-5,2,1,8,7[16.7 µM],-16
c1ccc(C(c2nnnn2C2CCCC2)N2CCCCCC2)nc1 (configuration not stated),2,2,4,·,·,·,-3,5
CN(C(=O)COc1cc(=O)n(C)c2ccccc12)c1ccc(Br)cc1,14,0,5,19,-2,4,-6,-3
CC(C)(C)OC(=O)N1CCC2(CC1)Oc1ccc(F)cc1C(=O)C21CC(c2ccccc2)=NO1 (configuration not stated),18,0,·,-7,-1,11,2,22
COc1ccc2c3c(n(C)c2c1)[C@@H](CO)N(C(=O)CC1CC1)CC31CCN(C(=O)C2CC2)CC1,·,·,·,-15,-2,-8,·,10
CC(C)(C)OC(=O)NCCCCCc1nnc(SCc2ccccc2)o1,-5,-2,-5,-16,4,-9,-1,-7
COc1ccc(S(=O)(=O)NCCC(=O)NCc2ccc(F)cc2)cc1,-10,0,80*,·,·,·,0,-2
CC(C)NC(=O)Nc1ccc2c(c1)CC(=O)N([C@H](C)CO)C[C@@H](C)[C@H](CN(C)Cc1ccccc1)O2,·,-1,3,6,0,2,5[16.7 µM],-4
Brc1ccc(-c2nnc3sc(CN4CCC5(CC4)OCCO5)cn23)cc1,·,0,-1,·,-2,12,10,2
Cc1[nH]c2ccccc2c1CCNC(=O)c1c(N)no[n+]1[O-],-1,·,-3,2,0,0,·,-5
CS/C(=N\S(=O)(=O)c1ccccc1)c1ccccc1,-6,·,·,-1,1,-5,·,-2
Cc1csc(SCC(=O)NC(=O)NCCC(C)C)n1,2,-4,3,11,-2,-3,-1,13
CCOc1ccc(CCNC(=O)CSc2ncn[nH]2)cc1OCC,5,-1,2,-5,-115,1,-4,5
CC(=O)C1=C(O)C(=O)N(Cc2ccccc2)C1c1cccc([N+](=O)[O-])c1 (configuration not stated),5,1,8,5,1,6,-2,-16
O=c1c(N2CCCCC2)coc2ccccc12,-11,5,5,·,·,·,-4,·
O=C(Nc1ccc(C(F)(F)F)cc1)Nc1ccc2c(c1)[C@H]1C[C@H](CC(=O)N3CCc4ccccc4C3)O[C@@H](CO)[C@H]1O2,-8,0,-3,43,0,-2,4[16.7 µM],14
O=c1[nH]c(=O)n(C2OC(CO)C(O)C2O)c2c1CCCC2 (configuration not stated),-8,·,·,17,0,0,·,13
Oc1ccc(Cl)cc1/C=N/c1nccs1,-8,-1,2,·,·,·,·,2
O=C(NC1CCCCC1)C1CCCN(S(=O)(=O)c2ccc(F)cc2)C1 (configuration not stated),-3,0,·,5,-3,-6,·,-7
CCC(OC(=O)c1cccs1)C(=O)NC1CCCCC1 (configuration not stated),-1,·,-4,-3,·,·,1,·
CCOc1ccccc1NC(=O)N1CCCc2ccccc21,-1,2,·,0,-5,5,9,8

Further records.
smiles,FN deposition inh,Cneo AK release,PGC1a acetyl inh,PAX8 reporter,CASP6 VEID inh,EWS-Fli block,miR-122 sensor,LGR2 inh
O=C1CC(c2ccccc2)Sc2nc(-c3ccccc3)c(-c3ccccc3)n21 (configuration not stated),·,-9,-7,2,·,-8,1,5
CCc1ccc(CN(C)CC(O)COc2cccc3ccccc23)cc1 (configuration not stated),9,7,·,16,2,9,·,7
O=C(NCCCn1ccnc1)C(F)(F)C(F)(F)C(=O)NCCCn1ccnc1,-3,-1,-5,-8,·,·,-4,·
COc1ccc(CCNS(=O)(=O)c2ccc3c(c2)CCN3C(=O)C2CC2)cc1OC,1,-2,-7,·,·,·,12,·
CC(NC(=O)c1ccc(C#N)cc1)C1CC2CCC1C2 (configuration not stated),1,0,34,-8,2,-4,-1,12
CN(C)S(=O)(=O)c1cccc(C(=O)C2=C3SC=C(c4ccccc4)N3CC2)c1,-10,0,-2,·,·,·,-9,·
CSc1ccccc1NC(=O)C1CC(c2c(F)cccc2Cl)=NO1 (configuration not stated),1,1,-22,-3,4,-39,47,-38
c1ccc(SCCOCCN2CCc3ccccc3C2)cc1,0,·,·,5,-7,4,·,-11
Cc1cccc(C)c1NC(=O)C1c2ccccc2OCC(=O)N1CC(F)(F)F (configuration not stated),3,·,·,6,-2,1,·,1
CCN(CC(=O)N1CCOCC1)S(=O)(=O)c1ccc(F)cc1,2,-1,15,-3,-1,2,-1,-1
COc1ccccc1NC(=O)N[C@H]1CC[C@H](CC(=O)NCc2ccc(Cl)c(Cl)c2)O[C@H]1CO,1,-1,5,·,7,·,·,3
CN(C)CCNC(=S)Nc1ccc(Br)cc1,13,·,3,31,-5,-1,-5,7
COc1ccc(-c2cnc3c(c2)C(=O)N([C@H](C)CO)C[C@@H](C)[C@H](CN(C)C)O3)cc1,3,2,8,·,-1,-17,-2[16.7 µM],-7
CN(C)CCCN(Cc1ccccc1)C(=S)NCc1ccccc1,-4,·,·,12,-2,-2,·,·
CCN1[C@@H]2c3ccc(C4=CCCCC4)c(=O)n3C[C@H]1[C@H](CO)[C@H]2C(=O)N1CCc2ccccc2C1,·,-5,·,·,2,-5,-5[16.7 µM],7
Cc1oc(C(=O)O)cc1COc1cccc2ccccc12,9,3,·,28,5,16,·,-21
Cc1cc(C(F)F)nn1CC(=O)NCc1ccco1,-23,·,·,-9,1,-12,·,-2
Cn1ncc(Cl)c1C(=O)Nc1ccc(Cl)cn1,·,3,8,-31,·,·,-1,·
NC(=O)c1sc2nc3c(c(-c4cccs4)c2c1N)CCCCC3,9,8,?,·,·,·,15,·
N#CC(=C1C=CC(=NO)C(Cl)=C1)c1ccccc1,-10,·,·,73*,0,51*,·,3
Cc1ccc(-n2nc3c(=O)n(CCCC(=O)NC4CCC(C)CC4)nc(C)c3c2C)cc1 (configuration not stated),1,-1,3,15,-1,·,-6,16
Cc1nc2ccccc2c(=O)n1NC(=O)c1ccc(Cl)c([N+](=O)[O-])c1,-1,0,45*,15,4,12,0,-4
COc1ccc(NC(=O)c2cc(C)cc(C)c2)cc1[N+](=O)[O-],-2,-2,6,-23,1,-6,-2,5
O=C1CCCCN1CCC(=O)N1CCCC(Nc2ccccc2)C1 (configuration not stated),4,9,-2,-2,-2,·,-5,3
CO[C@@H]1CN(C)C(=O)c2ccc(NC(=O)c3cnccn3)cc2OC[C@@H](C)N(C)C[C@H]1C,1,-2,18,1,·,-4,-9[16.7 µM],-8

Next section:
smiles,FN deposition inh,Cneo AK release,PGC1a acetyl inh,PAX8 reporter,CASP6 VEID inh,EWS-Fli block,miR-122 sensor,LGR2 inh
CCCCN(C(=O)CC1OC(=O)c2ccccc21)c1c(N)n(CCCC)c(=O)[nH]c1=O (configuration not stated),0,1,·,-3,2,2,0,-15
COc1cccc(N(CC(=O)NC(C)(C)C)C(=O)C2CSC(=O)C2)c1 (configuration not stated),·,-4,-4,·,15,-3,1,21
C[C@@H]1c2ccccc2N2C[C@H](Cc3ccc(C(=O)c4ccccc4)cc3)C[C@@H]12,0,1,12,-7,0,5,2,6
CCC(=O)N(CC)C1=C(O)c2ccccc2C(=O)C1=O,·,·,18,·,40*,0,21,4
COc1cccc(CNC(=O)c2ccc(C(=O)NCc3cccc(OC)c3)cc2)c1,5,-5,-6,-1,-1,-5,10,0
CC(C)CNS(=O)(=O)c1cc2c3c(c1)CCC(=O)N3CCC2,2,0,1,1,0,5,93*,-4
CC(=O)c1cccc(NC(=O)c2cc(C(C)C)on2)c1,9,-2,0,-178,-1,-77,-6,-11
CC1CCc2c(C(=O)N3CCN(S(=O)(=O)c4cccs4)CC3)csc2C1 (configuration not stated),5,-1,·,9,·,·,0,·
Cc1nn(-c2ccc(F)cc2F)c2c1-c1nc(N3CCCC3)ncc1CC2,·,-2,-8,-13,·,·,-5,·
Cn1c(=O)c2c(nc(N3CCN(c4ccc([N+](=O)[O-])cc4)CC3)n2C)n(C)c1=O,-1,1,17,29,-2,5,-5,-8
CC(C)(C)OC(=O)N1CCC(Cc2cc(-c3ccc(Cl)cc3)no2)(C(=O)O)CC1,-3,3,10,-23,1,-4,-1,0
COc1ccc(NC(=O)CN(C)C(=O)c2cc(-c3ccc(OC)cc3)nc3ccccc23)cc1,4,-6,-3,-10,1,-9,6,-26
CCN1C(=O)c2cccc3c(S(=O)(=O)N4CCCC4C(=O)O)ccc1c23 (configuration not stated),3,3,·,-31,0,-1,·,13

3 compounds from above, arranged by their value in PGC1a acetyl inh, smallest number first.
SMILES	PGC1a acetyl inh	CASP6 VEID inh	miR-122 sensor	LGR2 inh
Cc1nn(-c2ccc(F)cc2F)c2c1-c1nc(N3CCCC3)ncc1CC2	-8	·	-5	·
COc1cccc(CNC(=O)c2ccc(C(=O)NCc3cccc(OC)c3)cc2)c1	-6	-1	10	0
COc1ccc(NC(=O)CN(C)C(=O)c2cc(-c3ccc(OC)cc3)nc3ccccc23)cc1	-3	1	6	-26
